mcGAS RapidFire: blocks mouse cGAS cGAMP production; recombinant mouse cGAS, cGAMP by RapidFire MS; inhibition, % at 12.5 µM; 0.18% of 130,000 active; Q8C6L5;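 active means inhibition of cGAS enzyme activity at or above 60%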;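 further: enzyme stimulated by 45 bp dsDNA with ATP and GTP substrates; cGAMP share of summed cGAMP plus half ATP and half GTP signals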
Target sequence (Q8C6L5 whole entry, looked up): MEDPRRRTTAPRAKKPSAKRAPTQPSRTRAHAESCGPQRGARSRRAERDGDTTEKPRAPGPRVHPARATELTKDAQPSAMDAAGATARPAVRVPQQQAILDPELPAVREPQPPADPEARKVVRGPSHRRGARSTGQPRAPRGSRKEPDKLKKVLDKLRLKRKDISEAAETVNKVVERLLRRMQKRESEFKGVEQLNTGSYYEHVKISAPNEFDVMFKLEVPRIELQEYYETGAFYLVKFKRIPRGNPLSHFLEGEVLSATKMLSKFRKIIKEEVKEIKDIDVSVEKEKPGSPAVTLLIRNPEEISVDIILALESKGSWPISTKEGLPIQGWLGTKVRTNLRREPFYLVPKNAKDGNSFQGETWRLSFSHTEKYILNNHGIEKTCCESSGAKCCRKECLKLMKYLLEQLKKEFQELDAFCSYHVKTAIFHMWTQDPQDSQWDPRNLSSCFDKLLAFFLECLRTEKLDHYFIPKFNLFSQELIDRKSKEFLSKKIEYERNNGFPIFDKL
The depositor's hits bear a star; & = joins results of further samples. A portion of the library; count on the stated rates, not on these rows.

SMILES | mcGAS RapidFire
Cc1oc(C(=O)N2CCCCCC2CC(C)C)cc1S(N)(=O)=O (centres undefined) | -13
Cc1sc(NC(=O)C(C)(C)C)c(C(=O)O)c1C | 2
O=C(Nc1ccc(-c2noc(-c3ccccc3[N+](=O)[O-])n2)cc1)c1ccco1 | -4
O=C(Cn1c(=O)oc2ccccc21)N1CCN(c2ccccc2O)CC1 | 2
CCCCC(=O)N1CCc2c(sc3ncnc(N)c23)C1 | 4
CCCCC1CC(CSc2ncn[nH]2)OC1=O (centres undefined) | -10
O=C1OC(/C=C/c2ccc([N+](=O)[O-])cc2)=NC/1=C\c1c(F)cccc1Cl | -6
COC(=O)C(CNC(=O)c1nccn2ccnc12)CC(C)C (centres undefined) | -5
C=C(C)Cn1c(=O)c2c(nc3n(-c4ccccc4)c(C)c(C)n23)n(C)c1=O | -3
O=C(Nc1ncccn1)c1ccc(S(=O)(=O)N2CCOCC2)o1 | -9
Cc1ccc(-c2cnc(C(O)c3cccc(C)c3C)[nH]2)cc1 (centres undefined) | -3
COC(=O)c1ccc(CNC(=O)COc2ccc(C(F)(F)F)cc2)cc1 | -2
CC(CCc1ccc(O)cc1)NC1CCN(S(C)(=O)=O)CC1 (centres undefined) | -21
CC(C)(C)C(=O)CN | -10
CC(=O)N(c1ccccc1)N1C(=O)CSC1=S | -8
Cc1sc2nc(-c3cccs3)oc(=O)c2c1C | -14
O=c1ccn(Cc2csc(-c3ccc(F)cc3)n2)c(Cl)c1 | -9
CCOC(=O)C1(C)CCCN1C(=O)c1ccoc1 (centres undefined) | -4
COc1ccc(CN2CCC(c3ccccc3Cl)C2)cc1C(=O)O (centres undefined) | -4
O=C1c2ccccc2C(=O)N1Cn1nnn(-c2ccccc2)c1=O | -6
CC(C)Cc1ncc2c(n1)CN(C(=O)Cc1cccnc1)C2 | -11
CCOc1ccccc1CN1CCN(C2CCOCC2)CC1CCO (centres undefined) | -4
O=C(c1ccc(-c2ccccc2)cc1)C1CCCN(C(=O)c2ccsc2)C1 (centres undefined) | -5
Cc1ccc(NC(=O)CNCc2scnc2-c2ccccc2)c(C)c1 | -11
CC(C)(C)C(=O)Nc1ccnn1C1CCN(C(=O)CC2=CCCCC2)CC1 | -7
Cc1cccc(C(=O)N2CCCC(OCc3ccc(F)c(F)c3)C2)c1 (centres undefined) | -1
O=C(NCc1ccc(-n2cncn2)cc1)c1scc2c1OCCO2 | -12
COCc1c(C(=O)OC)nnn1-c1nonc1N | -10
COc1ccc(-n2ccnc2CN2CCC(NS(C)(=O)=O)CC2)cc1 | -11
CN1CCc2cc(C(CNC(=O)c3ccco3)N3CCOCC3)ccc21 (centres undefined) | -8
CN(c1ncccc1CNCc1ccc2c(c1)CCO2)C1CCCCC1 | -3
NCCC(=O)N[C@@H](Cc1cnc[nH]1)C(=O)O | -2
Cc1cccc(C)c1Cn1c(C)c(C(=O)NCc2cccs2)sc1=O | -5
CC1CC(C)CN(S(=O)(=O)c2ccc(Cl)c(C(=O)O)c2)C1 (centres undefined) | 0
C=CCNC(N)SCCCCSC(N)NCC=C (centres undefined) | -4
Cc1cc(C)c2[nH]c(=O)c(-c3c(-c4ccccc4)ncn3C3CCNC3)cc2c1 (centres undefined) | 2
CC(C)c1nnsc1CN1CCC2(C1)CN(C)C(=O)O2 (centres undefined) | -16
CCCc1nncn1-c1cccc(C(F)(F)F)c1 | -19
CC(C)c1ccc(-c2c(NC(C)(C)C)c(=O)c2=O)cc1 | -5
Cc1ccc(N2CCCC2)c(C(=O)N(C)CC(=O)NC(C)C)c1 | -13
CNC(=O)Nc1cn(CCOC)c2ccccc12 | -8
COc1ccc(Cc2nc3ccc(C(=O)N(C)Cc4nnc(C)o4)cc3o2)cc1 | -6
O=C(c1ccc(-n2cnnc2)cc1)N1CCC2(C=Cc3ccccc32)CC1 | -39
CCc1[nH]c2ccc(CNc3nccc(N4CCCC(O)C4)n3)cc2c1C (centres undefined) | -20
CC1CN(C(=O)NCC2CN(C)CCN2C)CC(C)S1 (centres undefined) | -1
COc1ccc(/C=N\NC(=O)c2ccncc2)c(C(=O)O)c1OC | 3&4
COC(=O)c1cc(OC(=O)C=Cc2cc(OC)c3c(c2)OCCO3)cc(C(=O)OC)c1 | -9
NC(=O)C(OC(=O)C1(CC(=O)N2CCOCC2)CCCC1)c1ccccc1 (centres undefined) | 0
CCn1nc(CO)c2c1CCN(c1nccc(C3CCCC3)n1)C2 | 5
O=C1CCC(C(=O)N2CCC(CCn3cccn3)CC2)CN1CCN1CCOCC1 (centres undefined) | 0
Cc1nn(-c2ccccc2)c(C)c1CC(=O)NC(c1nccn1C)C1CC1 (centres undefined) | -28
CNc1snc(C)c1C(=O)OCc1ccc(-n2cccn2)cc1 | 1
Cc1ccc(-c2n[nH]c(=O)c3c2CCCC3)cc1S(N)(=O)=O | -12
O=C(NC1C2COCC1CN(CCOc1ccccc1)C2)c1cncnc1 (centres undefined) | -6
CC(C)n1c(CN2CCC(C3(C)NC(=O)NC3=O)CC2)nc2ccccc21 (centres undefined) | -20
COCc1ccc(C(=O)N2CCCC(CCc3ccccc3C)C2)o1 (centres undefined) | -2
CC(C)C(=O)N1CCC(NCC2=Cc3cc(Cl)ccc3OC2)CC1 | -11
CC(C)Oc1ccc(CN2CCC2(C)C(=O)N2CCN(C(=O)c3ccco3)CC2)cc1 (centres undefined) | -9
Cc1ccc2ncc(C(=O)N(C)Cc3ccco3)c(=O)n2c1 | 2
O=C(Nc1cccnc1N1CCCC1)N(Cc1ccco1)CC1CCCO1 (centres undefined) | -1

New compounds follow.
SMILES | mcGAS RapidFire
CN1/C(=C/C(=O)Cn2cnc3c(cnn3C)c2=O)C(C)(C)c2ccccc21 | -23
Cc1nnc(CN(C)Cc2cn(Cc3ccccc3)nc2-c2ccc3c(c2)OCO3)o1 | -13
C1CN(CC23CCC4CC(CC(C4)C2)C3)CCO1 | -16
O=S(=O)(c1ccc2c(c1)OCCO2)N1CCN(c2nc3ccccc3o2)CC1 | -20
O=C1CC(c2ccccc2)N(C(=O)/C=C/c2ccc(-c3ccccc3)s2)CCN1 (centres undefined) | -15
O=C1CCN(CC(=O)NC23CC4CC(CC(C4)C2)C3)CC1 | 4
CCC(C)(C)NC(=O)COC(=O)c1ccc(-c2ccc(O)cc2)cc1 | -6
CSc1ncccc1C(=O)N1CCC1(C)C(=O)NC(C)C (centres undefined) | -7
Cc1cc(NC(=O)C2CSCN2C(=O)C2CCC2)ccc1N(C)C (centres undefined) | -22
CCN1CC(NC(=O)c2ccc(-c3nnn(C)n3)cc2)CC1=O (centres undefined) | -41
O=C1OCCCN1CCn1cnc(-c2ccccc2)c1-c1cccnc1 | -6
O=C1C(Br)C[C@@H]2[C@H]1C1CCC2(Br)C12OCCO2 (some centres undefined) | -2

3 entries already listed, sorted by SMILES length, falling:
SMILES | mcGAS RapidFire
Cc1nnc(CN(C)Cc2cn(Cc3ccccc3)nc2-c2ccc3c(c2)OCO3)o1 | -13
CSc1ncccc1C(=O)N1CCC1(C)C(=O)NC(C)C (centres undefined) | -7
C1CN(CC23CCC4CC(CC(C4)C2)C3)CCO1 | -16

The list goes on:
SMILES | mcGAS RapidFire
Cc1cc(S(=O)(=O)N2CCN(Cc3nc(-c4ccc(F)cc4)no3)CC2)ccc1Br | -4
CC(Sc1nccn1C)C(=O)Nc1ccccc1 (centres undefined) | -7
CCC1(C)OC(=O)N(C)C1=O (centres undefined) | 0
Cc1nn2c(nnc3c(=O)[nH]cc(C)c32)c1-c1ccccc1 | 3
CC(=O)Oc1ccccc1Cn1c(C)c(C(=O)NCc2ccccc2)sc1=O | -7
N#Cc1ccccc1S(=O)(=O)Oc1ccccc1 | -3
CC(C)(C)OC(=O)C1CN(C(=O)c2ccc(N3CCCC3)c(F)c2)CCO1 (centres undefined) | -9
CN(Cc1c(F)cccc1Cl)C(=O)c1nc(N2CCOCC2)ncc1Cl | -35
O=C(COc1ccc(Cl)cc1)N=Nc1c(O)[nH]c2ccc(Br)cc12 | -7
Cc1noc(C)c1CN(C)CCOC1CCCCC1C (centres undefined) | -11
COc1ccc(/C=N\NC(=O)CSc2nnc(-c3ccccc3)n2-c2ccccc2)cc1OCc1ccccc1 | -11
Cn1c(COc2ccc(Cl)cc2Cl)nc2ccccc21 | -18

Sorted by value in mcGAS RapidFire (largest number first): three from the list above.
SMILES | mcGAS RapidFire
Cc1nn2c(nnc3c(=O)[nH]cc(C)c32)c1-c1ccccc1 | 3
CCC1(C)OC(=O)N(C)C1=O (centres undefined) | 0
N#Cc1ccccc1S(=O)(=O)Oc1ccccc1 | -3

Additional structures
SMILES | mcGAS RapidFire
CCn1c(N2CCN(Cc3ccccc3C)CC2)nc2c1c(=O)[nH]c(=O)n2C | -8
Cc1ccn2c(=O)c(NC(=O)c3cccc(C(F)(F)F)c3)c(C)nc2c1 | -9
COc1cc(OC)cc(-n2c(=O)c3sccc3n(CC(N)=O)c2=O)c1 | -13
O=C(O)C1CCc2cn[nH]c2C1 (centres undefined) | 2
O=C(CN1CCCC1c1ccc[nH]1)N1CCCCC1 (centres undefined) | -6
CCCN1C(=O)CCc2cc(NC(=O)c3ccc(C#N)cc3)ccc21 | 0
Cc1ccc(N2C(=O)CSC2c2ccccn2)cc1 (centres undefined) | -12
CCC(c1nc(CCc2ccccc2)nn1-c1ccnc(C)c1)n1cccn1 (centres undefined) | -8
CCN(CCCNC(=O)C1CCN(S(=O)(=O)c2ccc3c(c2)OCCO3)CC1)c1ccccc1 | -5
O=C(O)[C@H]1C[C@@H](C(=O)N2CCCC2)CN(C(=O)Cc2ccc3c(c2)OCO3)C1 | -10
CC(N)=C(C#N)C(=O)COC(=O)C12CC3CC(CC(C3)C1)C2 | 5
CCCCc1nc(C(N)=O)c2[nH]c(=O)n(-c3ccc4c(c3)OCO4)c2n1 | -8
Cn1cc(-c2ccc(C(=O)N3CCCC(c4ccccc4)CC3)cn2)cn1 (centres undefined) | -12
CCc1c(C)nc(-c2ccc(C(F)(F)F)cc2)nc1N1CCNCC1 | -7
Cc1cc(-c2csc(-c3cccc(F)c3)n2)c(C)[nH]1 | -29
Cn1c(CN2CCOc3ccccc32)cc(=O)n(C)c1=O | -2
CCc1nc2c(c(=O)[nH]1)C1(CCCCC1)Cc1ccccc1-2 | 7
COc1ccccc1Cn1ccn(Cc2cccc(F)c2)c(=O)c1=O | -15
CCCCNC(=O)c1ccc(-c2ccc(S(C)(=O)=O)cc2)o1 | -29
CC(=O)N(C)Cc1cc(C2=CCCN(C3C=CCCC3)C2)no1 (centres undefined) | -8
CC(Cc1cnccn1)Nc1nccc(CCC(F)(F)F)n1 (centres undefined) | -1
O=c1cc(O)c2sc3nc4c(c(C(F)(F)F)c3c2[nH]1)CCCCC4 | -12
CC(C)c1cc(C(=O)N(C)Cc2cc(-c3cccs3)n[nH]2)n(C)n1 | -24
COc1c(Cl)cc(NC(=O)C2CC(=O)N(C)C2)cc1Cl (centres undefined) | -14&16
COc1cc(OC)cc(C2=NC(=Cc3ccc(OC)c(OC)c3OC)C(=O)O2)c1 | 6
O=S(=O)(c1cccc(Cl)c1)N(Cc1nnc(-c2ccc(Cl)cc2)o1)C1CC1 | -1
CCOc1ccsc1C(=O)N1CCC2(CC1)NCC(=O)N2CC(=O)OC | 0
COc1ccccc1N=C1N=C(Nc2ccccc2OC)c2ccccc21 | -3
O=C1NC(=O)C2C3C=CC(C3)C12 (centres undefined) | 12
CNC(=O)CCN(C)C(=O)CCc1ccncc1 | -7
COc1cc(Cl)c(C)cc1-n1ccnc1-c1cccnc1 | 5
O=C1CN(C(=O)c2cn(CCN3CCOCC3)nn2)CCN1Cc1cccc(F)c1 | -10
CC(C)c1cc(N2CCNC(C(=O)N3CCCC3)C2)nc(C(F)(F)F)n1 (centres undefined) | -1
O=C(O)c1cc(-c2cccc3cccnc23)cc(S(=O)(=O)N2CCSCC2)c1 | -28
CN(Cc1cc(-c2ccccc2)n[nH]1)C(=O)c1cn(Cc2ccccc2Cl)nn1 | 4
CCCc1nc(C)c(C(=O)N2c3ccccc3NC(=O)C2C)s1 (centres undefined) | 1
Cc1sc2ncnc(Nc3cnn(CC(O)CN(C)C)c3)c2c1C (centres undefined) | -6
OCc1ccc(-c2nccn2-c2ccc3cn[nH]c3c2)o1 | -9
C=CCn1c(CN(C)CC2CCCCC2)nnc1SCC1CCCO1 (centres undefined) | -9
O=C1OC(CNS(=O)(=O)c2ccccc2Cl)CN1c1ccc(Cl)c(Cl)c1 (centres undefined) | -9
Cn1c(CC2CCNCC2)nnc1SCc1cc(F)ccc1Cl | -14
O=S(=O)(c1ccccc1)N1CCN(Cc2nc(-c3ccc(F)cc3)no2)CC1 | -5
CC(=O)NCCNC(=O)C1(C)CCN1Cc1ccc(OC(C)C)cc1 (centres undefined) | -5
O=C(Cc1ccc2c(c1)CCC2)NC1CCN(Cc2ccccc2)C1=O (centres undefined) | 13
OCCNCCCOc1cccc(Cl)c1Cl | -4
COc1ccc(C2c3sc(=O)[nH]c3SCC2C=NNC(N)=S)cc1 (centres undefined) | -23
CCCCn1cc(C(=O)c2cc(C)ccc2O)cc(C#N)c1=O | 2
Cc1cncc(C(=O)N2CCCC(O)(CN(C)C)CC2)c1 (centres undefined) | -21
O=c1sc2c(n1CN1CCN(Cc3cccc4ccccc34)CC1)CCCC2 | 3
Cc1cc(NC(=O)C2CCN(C(=O)c3csc(-c4cnn(C)c4)n3)CC2)no1 | 2
CS(=O)(=O)N1CCOC(CNc2nccc(CCC(F)(F)F)n2)C1 (centres undefined) | 0
COc1cccc2cc(C(=O)OCC(=O)c3ccccc3)c(=O)oc12 | -6
